M1 ag parental = M1 agonist counterscreen hit in parental CHO-K1 cells; Fluo-8 calcium fluorescence; scaled to maximal ATP response, vehicle zero; activation, % at 3 µM; hit rate 0.48% among 360,000; AID 602248; in the data active = activation above about 15%;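 also: untransfected CHO-K1 host cells lacking M1 receptor as counterscreen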
CHO-K1 Ca antag = M1 antagonist counterscreen hit in parental CHO-K1 cells; hit rate 0.6% among 360,000; inhibition, % at 3 µM; ATP-induced calcium, Fluo-8 fluorescence;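 active = inhibition above a per-plate cutoff, the plate's mean sample inhibition plus 3 SD, cut at about 24% in these data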;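 also: 0% = DMSO plus EC80 ATP and 100% = DMSO alone without ATP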
M1 ag = agonists of human M1 muscarinic receptor. CHO-K1 hM1, Fluo-8 calcium fluorescence, agonist mode; 0% DMSO, 100% acetylcholine EC100. AID 588814. activation, % at 3 µM. P11229. hit rate 0.33% among 360,000;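 active = activation above the run's mean compound activation plus 3 SD, cut at about 16% in these data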;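 also: peak over basal fluorescence ratio within a 140 s kinetic read after compound addition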
Target sequence (P11229 whole entry, looked up): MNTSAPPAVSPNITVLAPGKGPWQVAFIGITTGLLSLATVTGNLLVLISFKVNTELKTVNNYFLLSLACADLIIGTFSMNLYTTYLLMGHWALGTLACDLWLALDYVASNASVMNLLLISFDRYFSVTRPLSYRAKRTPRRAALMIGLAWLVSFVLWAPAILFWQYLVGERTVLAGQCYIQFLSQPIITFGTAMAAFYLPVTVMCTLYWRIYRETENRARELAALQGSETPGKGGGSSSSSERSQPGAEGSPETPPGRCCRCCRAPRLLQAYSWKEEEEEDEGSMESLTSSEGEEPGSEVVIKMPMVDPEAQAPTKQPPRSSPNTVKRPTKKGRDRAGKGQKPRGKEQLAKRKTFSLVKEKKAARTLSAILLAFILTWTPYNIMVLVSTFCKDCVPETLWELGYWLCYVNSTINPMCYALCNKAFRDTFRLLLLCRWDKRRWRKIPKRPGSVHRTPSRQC
TAAR1 ag = agonists of human TAAR1 | CHO RD-HGA16 TAAR1, Fluo-8 calcium fluorescence; vehicle wells 0%, saturating PEA agonist 100% | activation, % at 3 µM | AID 624467 | Q96RJ0 | hit rate 0.99% among 360,000;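 active = activation above the mean activation of all test compounds in the run plus 3 SD, cut at about 38% in these data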
Target sequence (Q96RJ0 whole entry, looked up): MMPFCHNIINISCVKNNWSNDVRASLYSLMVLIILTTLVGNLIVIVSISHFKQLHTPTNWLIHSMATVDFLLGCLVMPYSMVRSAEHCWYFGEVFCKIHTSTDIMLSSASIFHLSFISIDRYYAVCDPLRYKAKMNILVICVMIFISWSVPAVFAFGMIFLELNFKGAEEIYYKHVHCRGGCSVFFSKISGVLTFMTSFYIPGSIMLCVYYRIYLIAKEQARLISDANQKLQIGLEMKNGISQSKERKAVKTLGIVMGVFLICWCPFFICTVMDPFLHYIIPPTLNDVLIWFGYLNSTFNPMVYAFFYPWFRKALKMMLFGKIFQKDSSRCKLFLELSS
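Benchmarks: low control DMSO, high control PEA (EC100); System: CHO RD-HGA16 cells carrying human TAAR1 plus Gα16; Detection: Fluo-8 fluorescence, 5 s baseline then 140 s kinetic read; Schedule: 17-24 h plating, Fluo-8 75 min 37 °C, 30 min RT; Read-out basis: % activation from peak over basal fluorescence ratio, DMSO-to-PEA scaled.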
CHO-K1 Ca PAM = counter-screen for M1 PAMs: effect in parental CHO-K1 cells; AID 602247; hit rate 0.02% among 360,000; ATP EC20, Fluo-8 calcium fluorescence; 0% at ATP EC20, 100% at ATP max; activation, % at 3 µM;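 active = activation above the run cutoff, the mean activation of all test compounds plus 3 SD, cut at about 40% in these data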;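 also: peak over basal fluorescence ratio in a 140 s read after ATP addition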
CHRM1 PAM = potentiates human M1 receptor response to acetylcholine; hit rate 0.088% among 360,000; P11229; activation, % at 3 µM; CHO-K1 hM1, Fluo-8 calcium fluorescence, ACh EC20; 0% = ACh EC20, 100% = maximal ACh; AID 588819; in the data active = activation above about 19%, passing the limit was not always enough
TAAR1 antagonist = human TAAR1 antagonism; CHO RD-HGA16 TAAR1, Fluo-8 calcium fluorescence, antagonist; AID 624466; inhibition, % at 3 µM; hit rate 1.5% among 360,000;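 active = inhibition above a per-plate cutoff, the mean inhibition of test compounds on that plate plus 3 SD, cut at about 49% in these data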;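 also: 0% = DMSO plus EC80 beta-PEA response and 100% = DMSO alone without agonist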
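Test system – hTAAR1-expressing CHO RD-HGA16 cells, Gα16-coupled · Also added – β-PEA at EC80 concentration, post-compound challenge · Compound – 3 µM, single point · Incubation – dye loading 75 min at 37 °C, then 30 min room temperature · Measured by – Fluo-8 intracellular calcium dye fluorescence, real-time kinetic reads · Benchmarks – vehicle and agonist controls · Replicates – singlicate, one well per test compound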
CHRM1 antagonist = blocks human M1 muscarinic receptor. AID 588852. inhibition, % at 3 µM. hit rate 1.3% among 360,000. CHO-K1 hM1, Fluo-8 calcium fluorescence, ACh EC80 antagonist. P11229;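 active = percent inhibition above its own plate's cutoff, namely the mean of that plate's compound wells plus 3 SD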;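 also: peak over basal fluorescence ratio during 140 s after agonist addition; 0% = ACh EC80 plus DMSO and 100% = DMSO alone without agonist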
CHO parental Ca = counter-screen: ATP calcium response change in parental CHO cells; hit rate 0.63% among 330,000; parental CHO-K1, ATP-induced calcium, Fluo-8 fluorescence; inhibition, % at 5.6 µM;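 active = inhibition above that plate's mean sample inhibition plus 3 SD, cut at about 26% in these data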;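 also: 0% = ATP-challenged DMSO wells and 100% = DMSO wells without ATP; some compounds past the cut are filed as inactive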
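Assay system: parental CHO cells; Read-out basis: percent inhibition of ATP-evoked calcium rise, normalized to controls; Benchmarks: ATP and no-ATP DMSO wells; Compound dosing: single nominal dose of 5.6 µM per compound; Signal: Fluo-8 calcium dye fluorescence; Also added: ATP as calcium-mobilizing challenge; Repeats: singlicate.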
Starred values were filed as active, the others as inactive; nt = no result given.

SMILES	M1 ag parental	CHO-K1 Ca antag	M1 ag	TAAR1 ag	CHO-K1 Ca PAM	CHRM1 PAM	TAAR1 antagonist	CHRM1 antagonist	CHO parental Ca
O=[N+]([O-])c1ccc2nc(/C=C/c3ccc(Cl)cc3)[nH]c2c1	7.9	-0.7	-2.4	3.8	-11.7	-21.6	53.0*	17.9	29.4*
FC(F)(F)c1ccccc1CNCc1ccncc1	2.2	-4.8	-0.1	1.3	11.2	-5.5	-15.0	2.4	-6.1
Cn1c(SCCOc2ccccc2Cl)nnc1-c1cccs1	0.9	14.7	-7.3	15.1	-4.8	1.1	-4.6	-2.6	-5.2
COC(=O)c1cc(CNC(=O)c2ccccc2OCc2c(C)noc2C)ccc1OC	2.1	-11.2	-1.1	2.4	-7.5	3.1	-2.5	-10.8	-11.2
Cc1cccn2c(CN3CCSCC3)c(C(=O)N3CCOCC3)nc12	0.5	-13.4	-2.2	0.7	3.8	6.2	-8.8	-8.7	-8.9
COc1cccc(OC)c1-c1nn2c(-c3ccco3)nnc2s1	1.5	-3.2	-5.3	10.6	4.7	1.8	1.5	-9.0	-13.7
CCOc1ccc(N(CC(=O)NC2CCCCCC2)S(=O)(=O)c2c(C)[nH]c(=O)[nH]c2=O)cc1	0.1	1.3	3.9	8.1	-4.2	17.6	-22.2	-8.8	7.0
CSC1=N/C(=C\c2ccccc2)C(=O)N1C	0.8	-7.5	-8.3	18.8	13.7	-10.5	-3.9	17.4	-12.0
CSc1nc(Cl)c(Cc2ccc(OC(C)C)cc2)c(N2CCOCC2)n1	-1.0	3.9	-0.9	12.7	-3.3	-0.5	20.5	4.8	-25.3
C=CCn1c(SCc2cccc3ccccc23)nnc1-c1cccnc1	2.2	-16.3	0.2	7.7	-0.5	9.6	7.5	-14.8	-26.4

The list goes on; it opens with the 2 that closed the last part.
SMILES	M1 ag parental	CHO-K1 Ca antag	M1 ag	TAAR1 ag	CHO-K1 Ca PAM	CHRM1 PAM	TAAR1 antagonist	CHRM1 antagonist	CHO parental Ca
CSc1nc(Cl)c(Cc2ccc(OC(C)C)cc2)c(N2CCOCC2)n1	-1.0	3.9	-0.9	12.7	-3.3	-0.5	20.5	4.8	-25.3
C=CCn1c(SCc2cccc3ccccc23)nnc1-c1cccnc1	2.2	-16.3	0.2	7.7	-0.5	9.6	7.5	-14.8	-26.4
Cc1ccc(CN2C(=O)N/C(=C\c3cccn3-c3cccc(C(=O)O)c3)C2=O)cc1	0.0	2.7	-12.3	1.5	20.6	-15.4	10.8	1.6	-12.8
Cc1cc(C)nc(NS(=O)(=O)c2ccc(NC(=O)c3nn(-c4ccccc4)ccc3=O)cc2)n1	0.7	-17.7	-5.2	1.0	13.9	7.4	-12.2	-10.3	-14.6
Cc1nc2c(OCc3ccc(C(F)(F)F)cc3)cccn2c1N(C)Cc1cccs1	4.2	-8.8	-5.2	1.0	10.1	-24.8	29.5	20.8	nt
CC(=O)c1cc2c(cc1N/C(=N/S(=O)(=O)c1ccc(C)cc1)c1ccc(Cl)cc1)OCO2	0.4	-10.1	-6.1	1.8	14.7	0.2	-32.6	-7.7	-21.0
O=C(Nc1ccc2c(c1)OCCO2)C1CCCN1C(=O)Nc1ccccc1 (stereo not given)	0.9	-22.6	-2.1	-0.2	19.7	3.8	-11.2	-10.8	-15.6
O=C(CSCC(=O)Nc1ccccc1)N/N=C/c1c(O)ccc2ccccc12	5.2	-12.3	-4.9	13.8	18.4	-3.4	20.6	5.1	-9.8
COc1ccc(OC(F)(F)F)cc1CC1(C)C(=O)Nc2ccc(S(=O)(=O)NC3CCCCC3)cc21 (stereo not given)	-0.8	11.5	-3.3	1.7	-9.8	4.8	-0.6	-5.2	nt
O=C(Nc1ccccc1N1CCOCC1)c1cccnc1Cl	1.7	-15.7	-5.7	0.5	10.0	7.2	-15.6	-13.2	-15.1
O=C(c1ccc([N+](=O)[O-])cc1)N1CCSC1c1ccc(Cl)cc1 (stereo not given)	0.9	-9.1	-10.2	1.8	25.7	8.5	-2.7	-7.4	-13.8
Cc1c(C(=O)OCC(=O)Nc2ccc(S(N)(=O)=O)cc2)oc2c1ccc1ccccc12	9.0	-4.7	-3.6	2.2	4.4	3.4	4.5	10.2	40.9*
COc1ccccc1OCC(=O)Nn1c(=S)[nH]c2ncccc2c1=O	0.6	-4.4	-6.0	7.8	10.9	-4.4	-15.4	7.0	-1.2
CC(C)Oc1cccc(C(=O)N2CCCC2)c1	1.0	-10.1	-3.7	9.2	30.4	6.2	3.4	-7.4	-5.5
C/C(=N\NC(=O)c1ccc([N+](=O)[O-])cc1)c1c(O)cc(C)oc1=O	2.0	-6.0	-3.1	6.6	17.5	7.8	5.5	-5.1	-10.1
CC1=CC(C)(C)NC(=S)N1c1ccc(C)cc1C	4.8	-10.7	-5.5	-1.4	12.1	7.6	-15.1	-2.6	-0.3
CC(Oc1ccccc1)C(=O)N1CCN(c2ccc(N3CCCCC3)nn2)CC1 (stereo not given)	0.0	-2.9	-7.7	-0.8	12.9	7.8	-19.6	-3.7	-13.8
CCCCCCCCCCSc1n[nH]c(N)n1	0.9	-7.0	-1.4	2.8	21.6	5.4	-28.2	-2.9	2.6
COc1ccc(C(C)=O)cc1COC(=O)c1ccc(N)c([N+](=O)[O-])c1	3.3	-19.6	-3.9	2.7	11.4	-1.1	14.1	1.7	-19.3
O=C(CSc1nnc(-c2ccccc2O)n1-c1ccccc1)Nc1cccc(C(=O)O)c1	-0.3	7.2	-9.5	10.8	12.0	7.3	-9.4	-3.7	-10.3
Cc1[nH]n(-c2ccccc2)c(=O)c1C(=O)c1ccccc1	-0.1	3.2	-2.8	2.0	-4.2	20.4	-25.9	-20.5	-3.9
O=S(=O)(c1ccccc1)N1CCC(O)(CSc2ccc(F)cc2)CC1	17.8*	15.9	-4.1	6.5	-11.5	-13.3	13.5	9.9	-6.2
O=C1CC(c2ccc(F)cc2)C2=C(CCCC2=O)N1 (stereo not given)	0.1	-13.8	-2.6	2.2	-1.9	0.3	3.5	-4.8	-3.4
C/C(=N/NS(=O)(=O)c1ccccc1)c1ccc(NC(=O)C2CC2)cc1	1.2	-17.8	-5.5	4.4	19.7	-2.7	2.0	3.0	-8.9
O=C(Oc1ccc2c(c1)OCO2)c1cc2c(s1)CCC2	0.8	-14.2	-2.7	10.0	18.0	4.9	-7.2	-2.9	-4.4
CCn1c(O)c(N=NC(=O)CNC(=O)Cc2ccccc2)c2ccccc21	-0.9	5.1	0.7	24.6	-21.4	23.9	-68.8	-7.8	-13.1
CC(C)=CC(=O)N1CCCc2ccccc21	-0.6	-17.5	-2.3	2.1	6.0	8.1	10.3	-9.3	1.4
CN(C(=O)COC(=O)c1ccc([N+](=O)[O-])cc1Cl)C1CCCCC1	3.0	-4.0	-3.1	6.2	3.2	-4.3	17.8	8.4	-15.7
Fc1ccc(NC(=S)N2CCN(C/C=C/c3ccccc3)CC2)c(F)c1	1.3	7.8	-5.0	4.5	-14.2	-7.2	24.2	10.0	-1.7
O=C(CCCn1c(=O)[nH]c2ccsc2c1=O)NCc1cccs1	0.4	-2.2	-0.2	9.3	4.1	6.1	-8.4	-11.4	-8.0
CC[C@@H](C)[C@H](NC(=O)C1CCN(C(=O)[C@@H](NS(=O)(=O)c2ccc(C)cc2)C(C)C)CC1)C(=O)O	-0.4	7.1	-2.2	11.8	-3.7	7.4	-19.4	-9.7	-9.1
COC(=O)C(C(=O)OC)=C(/C=C/C=C/N(C)C)N(C)C	0.2	-3.7	-3.5	0.8	10.5	4.0	16.4	-6.5	-2.4
CCOc1ccc(S(=O)(=O)NCCC(=O)N2CCC(Cc3ccccc3)CC2)cc1	6.3	-2.5	-1.6	-1.7	8.4	1.2	-1.3	-8.4	-21.4
Cc1ccc(-n2nc3ccc(N)cc3n2)c(C)c1	-0.7	-2.9	-0.2	9.2	10.0	21.1	-4.7	-23.6	-5.2
C[C@@H]1Cc2[nH][nH]c(=O)c2[C@H](C)O1	0.1	-7.5	nt	0.7	9.6	nt	1.2	nt	nt
CCCc1nc2ccc(C)cn2c1Cc1ccccc1	-0.2	-8.0	-3.9	1.5	14.2	-1.3	-0.4	-11.6	nt
C[C@]12CC[C@@H]3c4ccc(O[C@@H]5O[C@H](C(=O)O)[C@@H](O)[C@H](O)[C@H]5O)cc4CC[C@H]3[C@@H]1C[C@@H](O)[C@@H]2O	-0.1	3.6	-0.4	-0.1	-5.3	2.0	-8.6	-29.7	7.0
O=[N+]([O-])c1cccc(N/N=C/c2cccc(O)c2O)c1	2.7	-13.7	-3.0	4.9	9.7	5.2	20.1	-9.9	2.1
O=C(Cc1ccccc1)NNC(=S)NC(=O)c1cccnc1	0.1	0.4	-2.7	26.0	-5.0	7.9	-12.5	-13.9	5.2

By substructure, those above with an aryl thioether with sulfur outside any ring (six)
SMILES	M1 ag parental	CHO-K1 Ca antag	M1 ag	TAAR1 ag	CHO-K1 Ca PAM	CHRM1 PAM	TAAR1 antagonist	CHRM1 antagonist	CHO parental Ca
Cn1c(SCCOc2ccccc2Cl)nnc1-c1cccs1	0.9	14.7	-7.3	15.1	-4.8	1.1	-4.6	-2.6	-5.2
CSc1nc(Cl)c(Cc2ccc(OC(C)C)cc2)c(N2CCOCC2)n1	-1.0	3.9	-0.9	12.7	-3.3	-0.5	20.5	4.8	-25.3
C=CCn1c(SCc2cccc3ccccc23)nnc1-c1cccnc1	2.2	-16.3	0.2	7.7	-0.5	9.6	7.5	-14.8	-26.4
CCCCCCCCCCSc1n[nH]c(N)n1	0.9	-7.0	-1.4	2.8	21.6	5.4	-28.2	-2.9	2.6
O=C(CSc1nnc(-c2ccccc2O)n1-c1ccccc1)Nc1cccc(C(=O)O)c1	-0.3	7.2	-9.5	10.8	12.0	7.3	-9.4	-3.7	-10.3
O=S(=O)(c1ccccc1)N1CCC(O)(CSc2ccc(F)cc2)CC1	17.8*	15.9	-4.1	6.5	-11.5	-13.3	13.5	9.9	-6.2
